High-throughput results deposited in PubChem BioAssay by several laboratories.
RGS8-Gao reg = human RGS8-Galphao interaction regulation | P09471 | multiplexed bead flow cytometry, RGS8-Galphao binding; actives lie on both sides | response (percent of control binding), % at 10 µM | 0.34% of 220,000 active | AID 1423; in the data active = response below about 60% or above about 140%; inactive = in between;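 note: Galphao activated as the GDP aluminium fluoride complex binding bead-coupled RGS8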
Target sequence (P09471 whole entry, looked up): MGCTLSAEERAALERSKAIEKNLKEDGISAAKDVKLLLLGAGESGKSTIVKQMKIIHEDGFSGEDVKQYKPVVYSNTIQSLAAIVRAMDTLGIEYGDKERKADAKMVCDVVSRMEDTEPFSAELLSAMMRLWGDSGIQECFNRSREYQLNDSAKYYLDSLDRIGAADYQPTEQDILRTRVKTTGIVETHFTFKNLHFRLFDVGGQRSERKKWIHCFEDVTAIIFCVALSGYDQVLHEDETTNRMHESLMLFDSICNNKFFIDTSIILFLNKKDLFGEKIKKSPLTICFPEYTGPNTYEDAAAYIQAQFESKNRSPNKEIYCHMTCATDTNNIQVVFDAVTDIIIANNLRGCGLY
Bcl-2 Bim block = disrupts Bim peptide binding to human Bcl-2 | Bead-based flow cytometry, Bim peptide-Bcl-2 binding | inhibition, % at 10 µM | 0.06% of 190,000 active; in the data active = inhibition above about 40%; inconclusive = no clear call, values can overlap the other calls;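 note: 0% = no compound wells with probe peptide and 100% = reference peptide inhibitor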
Target sequence (P10415 whole entry, looked up): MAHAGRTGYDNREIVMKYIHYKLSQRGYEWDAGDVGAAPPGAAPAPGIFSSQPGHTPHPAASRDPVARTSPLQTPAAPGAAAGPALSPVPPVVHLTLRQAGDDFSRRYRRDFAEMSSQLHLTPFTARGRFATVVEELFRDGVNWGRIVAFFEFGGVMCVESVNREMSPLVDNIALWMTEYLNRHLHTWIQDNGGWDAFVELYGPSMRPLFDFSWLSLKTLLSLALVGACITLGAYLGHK
Mcl-1 Bim block = disrupts Bim peptide binding to human Mcl-1. 0.1% of 190,000 active. Q07820. Bead-based flow cytometry, Bim peptide-Mcl-1 binding. inhibition, % at 10 µM;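 note: 0% = no compound tracer wells and 100% = peptide blocker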
Mcl1 Bid PPI = disrupts binding of human Mcl-1 to Bid peptide | 0.97% of 220,000 active | inhibition, % at 21.7 µM | TR-FRET Mcl-1/Bid-Dy647 peptide binding, 1536-well | Q07820;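 active = compounds that cut the binding signal by more than half at the single screening dose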;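 note: His-tagged Mcl-1 with europium anti-His antibody binding Bid BH3 peptide; 0% = Mcl-1 plus peptide wells and 100% = peptide-only wells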
Bfl-1 Bim block = human Bim-Bfl-1 interaction inhibition. Bead-based flow cytometry, Bim-Bfl-1 binding inhibition. 0.12% of 190,000 active. inhibition, % at 10 µM. Q16548;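 note: 0% = wells without compound plus tracer and 100% = blocker peptide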
Bim-Bcl-XL = disrupts Bim peptide binding to human Bcl-XL | bead flow cytometry, fluorescence | Q07817 | inhibition, % at 10 µM | AID 1007 | 0.04% of 190,000 active
RGS7-Gao reg = modulates binding of RGS7 to human Galphao; Multiplexed bead flow cytometry; actives lie on both sides; binding response (% of control), % at 10 µM; 0.35% of 220,000 active; AID 1439; in the data active = binding response below about 49% or above about 150%; inconclusive = no clear call, values can overlap the other calls; inactive = in between;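 note: fluorescent Galphao held in activated GDP-AlF4 state binding bead-coupled RGS7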
Bcl-W Bim block = human Bim-Bcl-W interaction inhibition | Q92843 | bead-based flow cytometry, Bim peptide-Bcl-W binding | inhibition, % at 10 µM | 0.02% of 190,000 active;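 note: 0% = bound tracer without compound and 100% = peptide blocker; higher means less fluorescent Bim peptide bound to Bcl-W beads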
Target sequence (Q92843 whole entry, looked up): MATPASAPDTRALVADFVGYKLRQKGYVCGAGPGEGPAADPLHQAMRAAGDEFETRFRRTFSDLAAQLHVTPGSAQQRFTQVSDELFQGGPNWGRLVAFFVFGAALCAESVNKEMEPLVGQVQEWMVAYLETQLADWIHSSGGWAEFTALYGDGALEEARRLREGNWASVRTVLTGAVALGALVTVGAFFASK
RGS4-Gao reg = modulates binding of RGS4 to human Galphao | Multiplexed bead flow cytometry; actives lie on both sides | binding response (% of control), % at 10 µM | P09471 | 0.33% of 220,000 active | AID 1415; in the data active = binding response below about 49% or above about 150%; inactive = in between;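 note: fluorescent Galphao activated with aluminum fluoride binding bead-coupled RGS4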
Mcl1 Noxa PPI = disrupts binding of human Mcl-1 to Noxa peptide. inhibition, % at 21.7 µM. AID 1022. Q07820. 1.5% of 220,000 active. TR-FRET Mcl-1/Noxa peptide binding, 2 h;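 active = compounds that cut the protein-peptide binding signal by more than 50% relative to plate controls in a single-dose test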;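 note: His-tagged Mcl-1 with rhodamine Noxa BH3 peptide and terbium anti-His antibody; 0% = Mcl-1 plus Noxa peptide wells and 100% = peptide-only wells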
Bim-Bcl-B = inhibitors of Bim-Bcl-B interaction, human; 0.073% of 190,000 active; bead-based flow cytometry, Bim peptide-Bcl-B binding; inhibition, % at 10 µM; AID 951; Q9HD36;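 note: 0% = tracer peptide without compound and 100% = reference inhibitor peptide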
Target sequence (Q9HD36 whole entry, looked up): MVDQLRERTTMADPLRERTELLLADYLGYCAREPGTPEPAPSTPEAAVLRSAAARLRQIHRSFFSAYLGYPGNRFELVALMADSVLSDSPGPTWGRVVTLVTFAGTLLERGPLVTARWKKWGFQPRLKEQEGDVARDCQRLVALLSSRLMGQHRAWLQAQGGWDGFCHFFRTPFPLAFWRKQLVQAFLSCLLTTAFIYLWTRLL
Active calls of the source: *; ? = inconclusive; . = no result given. Cut-off read from the data, not from the text of the source, unless noted: active = inhibition above about 40%.

SMILES	RGS8-Gao reg	Bcl-2 Bim block	Mcl-1 Bim block	Mcl1 Bid PPI	Bfl-1 Bim block	Bim-Bcl-XL	RGS7-Gao reg	Bcl-W Bim block	RGS4-Gao reg	Mcl1 Noxa PPI	Bim-Bcl-B
COc1ccc2c(CC(=O)Nc3ccc(OC)c(NS(=O)(=O)c4ccc(F)cc4)c3)coc2c1	103	-15	-6	-28	-12	-7	98	0	99	4	-12
COc1ccccc1NC1=C(C)C(=O)CC1	102	-6	-1	-14	-9	-5	100	0	101	-18	-5
CCCC(=O)Nc1c(-c2cccs2)c(=O)c2ccccc2n1C	100	-7	-2	14	-12	-3	101	0	104	-4	-4
O=C(CCCSc1nc(-c2ccco2)cc(C(F)(F)F)n1)NCC1CCCO1 (centres undefined)	102	-10	-2	-8	4	-8	98	-4	101	-2	-6
Cc1cc(C)c(Nc2cc(S(=O)(=O)O)c(N)c3c2C(=O)c2ccccc2C3=O)c(C)c1	98	0	-2	94*	-2	-8	93	-6	97	107*	-7
COc1ccc(NC(=O)CSc2ncnc3c2cnn3Cc2ccccc2)cc1	85	3	-1	1	3	-2	90	0	91	30	4
NC(=O)c1ccccc1N/C=C/C(=O)c1ccccc1	101	1	1	-21	3	0	99	2	98	18	2
CC(C(=O)Nc1ccccc1)N1C(=O)c2ccccc2C1=O (centres undefined)	99	-2	0	2	0	0	101	0	105	16	0
COc1ccc(CSc2nnc(C)n2N)cc1[N+](=O)[O-]	99	2	0	-10	3	2	91	0	100	-10	1
CC(C)Cc1nnc(NC(=O)CSc2nc(O)c(-c3ccccc3)c(=O)[nH]2)s1	97	-1	1	-9	1	0	96	0	100	15	0
COc1ccc2nc(Nc3ccccc3)sc2c1	98	-1	0	-16	-4	0	100	-1	100	15	0
CCc1nc(SCC(=O)c2ccc(Cl)s2)c2oc3ccccc3c2n1	100	-1	3	-5	-1	0	101	0	100	-14	1
CCOC(=O)C1=C(C)N=C2c3ccccc3C(=O)C2C1c1ccc(Br)cc1 (centres undefined)	102	-3	0	-21	-9	-6	105	-2	103	17	-3
CCc1nc(C)cn1S(=O)(=O)c1ccc(Cl)c(Cl)c1Cl	99	2	-4	9	0	-6	101	-5	102	10	-3
COc1cc(C(=O)Nc2ccc(C)cc2)c(-n2cnnn2)cc1OC	96	-1	-3	2	-3	0	100	0	96	28	-2
CCOC(=S)N/C(=N\S(=O)(=O)c1ccc(C)cc1)c1ccccc1	95	-6	-5	-1	-8	-5	98	-1	96	10	-13
COc1ccc(/C=N/NC(=O)c2cc(Br)ccc2O)cc1Cn1cc(Cl)cn1	97	-8	-1	-10	-13	-6	100	-2	97	35	-6
O=C(Cn1nc(C(=O)O)c2ccccc2c1=O)NCCC1=CCCCC1	102	-5	0	-13	-8	-15	101	0	103	11	-8
CCCOc1ccc(C(=O)O/N=C(\CC)c2ccc(C)cc2)cc1	101	-1	-2	-9	0	0	99	0	101	6	-4
CCn1c(SC(C)C(=O)NC2CCCc3ccccc32)nnc1-c1cccs1 (centres undefined)	97	-10	1	-5	-9	-13	101	0	95	4	-9
CC(C)CCNC(=O)C1CCC(=O)N1C(C)C (centres undefined)	102	-3	-6	-14	-4	-3	100	-3	104	2	-4
Cc1nc(CSc2nnc(Nc3cccc(C)c3C)s2)cs1	94	-5	-6	1	-3	-6	91	-4	90	14	-10
O=C(C[n+]1ccc(/C=C/c2ccccc2)cc1)c1ccc2c(c1)OCCO2	101	.	.	-15	.	.	?	.	102	0	.
CC(=O)N1CC(=O)N=C1SCC(=O)Nc1nc(-c2ccccc2)c(-c2ccccc2)s1	102	0	-4	-75	1	-10	99	-2	100	-43	-4
COc1cc(/C=C/C(=O)O)cc(S(=O)(=O)Nc2ccccc2Oc2ccccc2)c1OC	100	.	.	-2	.	.	?	.	101	-8	.

Rewritten as a markdown table: 2 of the compounds above
| Compound | RGS8-Gao reg | Bcl-2 Bim block | Mcl-1 Bim block | Mcl1 Bid PPI | Bfl-1 Bim block | Bim-Bcl-XL | RGS7-Gao reg | Bcl-W Bim block | RGS4-Gao reg | Mcl1 Noxa PPI | Bim-Bcl-B |
| --- | --- | --- | --- | --- | --- | --- | --- | --- | --- | --- | --- |
| COc1cc(/C=C/C(=O)O)cc(S(=O)(=O)Nc2ccccc2Oc2ccccc2)c1OC | 100 | . | . | -2 | . | . | ? | . | 101 | -8 | . |
| COc1cc(C(=O)Nc2ccc(C)cc2)c(-n2cnnn2)cc1OC | 96 | -1 | -3 | 2 | -3 | 0 | 100 | 0 | 96 | 28 | -2 |

Sorted by the number under Bcl-W Bim block (smallest number first): four of the compounds above.
SMILES	RGS8-Gao reg	Bcl-2 Bim block	Mcl-1 Bim block	Mcl1 Bid PPI	Bfl-1 Bim block	Bim-Bcl-XL	RGS7-Gao reg	Bcl-W Bim block	RGS4-Gao reg	Mcl1 Noxa PPI	Bim-Bcl-B
Cc1cc(C)c(Nc2cc(S(=O)(=O)O)c(N)c3c2C(=O)c2ccccc2C3=O)c(C)c1	98	0	-2	94*	-2	-8	93	-6	97	107*	-7
O=C(CCCSc1nc(-c2ccco2)cc(C(F)(F)F)n1)NCC1CCCO1 (centres undefined)	102	-10	-2	-8	4	-8	98	-4	101	-2	-6
COc1ccc(/C=N/NC(=O)c2cc(Br)ccc2O)cc1Cn1cc(Cl)cn1	97	-8	-1	-10	-13	-6	100	-2	97	35	-6
COc1ccc(CSc2nnc(C)n2N)cc1[N+](=O)[O-]	99	2	0	-10	3	2	91	0	100	-10	1

Further records
SMILES	RGS8-Gao reg	Bcl-2 Bim block	Mcl-1 Bim block	Mcl1 Bid PPI	Bfl-1 Bim block	Bim-Bcl-XL	RGS7-Gao reg	Bcl-W Bim block	RGS4-Gao reg	Mcl1 Noxa PPI	Bim-Bcl-B
Cc1cc(Cl)cc(Br)c1OCCCCn1cncn1	100	-1	1	13	-13	3	100	3	93	-4	-6
O=C(/C=C\c1ccc2c(c1)OCO2)Nc1nnc(SCC(=O)OCc2ccccc2)s1	102	-10	-1	-11	-12	-8	104	-4	107	7	-7
CSc1nncn1/N=C/c1cc(Cl)ccc1F	108	-7	-1	-2	-8	-8	110	-1	108	10	-9
O=C(c1ccc(-c2ccccc2)cc1)N1CCCC1	110	-3	0	-23	-1	-1	108	-3	110	-9	-1
Cc1cc(=O)n2c3ccccc3n(CC(O)CN3CCN(CCO)CC3)c2c1C#N (centres undefined)	118	0	2	15	2	5	104	5	99	41	2
COc1ccc(/C=N/NC(=O)Cn2nc([N+](=O)[O-])cc2C)c(OC)c1OC	103	.	.	19	.	.	?	.	104	-21	.
Cc1c(NC(=O)c2ccc3ncccc3c2)c(=O)n(-c2ccccc2)n1C	101	-7	1	-36	-9	-3	104	0	102	8	-5
CC(C)C(=O)N1CCN(c2nc(-c3ccccc3)c3c(c2C#N)CCCC3)CC1	102	-3	0	0	1	0	102	-1	101	4	0
O=C1CC(c2ccccc2)CC(O)=C1C=NC1CCCCCC1 (centres undefined)	100	-7	-4	3	-17	-15	99	0	98	-4	-12
COc1ccccc1N=c1oc2cc(O)ccc2cc1C(N)=O	97	2	-2	-24	0	-2	102	0	103	14	0
Nc1c(C(=O)c2ccc(Cl)cc2)sc2nsc(SCCN3CCOCC3)c12	97	.	.	-20	.	.	?	.	96	-1	.
CN(c1ccc(C(=O)N2CCN(Cc3ccc4c(c3)OCO4)CC2)cc1)S(C)(=O)=O	106	-6	-2	2	-8	-2	111	-5	108	-8	-3
CCn1cc(Br)c(C(=O)Nc2nccs2)n1	103	0	2	-20	-4	-2	94	0	100	0	-2
COc1c(F)c(F)c(C(=O)O)c(Nc2ccc(C)cc2)c1F	98	-1	-1	-44	-5	-3	97	0	98	19	0
Cc1ccccc1N=Cc1cc2c(cc1[N+](=O)[O-])OCO2	96	3	1	-25	5	1	87	0	90	32	-1
O=C1/C(=C\c2ccccn2)SC(=S)N1c1ccc(S(=O)(=O)Nc2nccs2)cc1	101	.	.	-77	.	.	?	.	103	82*	.
CCCCC1=CC2=C(c3ccco3)C(=O)C(C)(OC(=O)c3ccc(OC)cc3)C(=O)C2=CN1CCc1ccccn1 (centres undefined)	100	.	.	-67	.	.	?	.	96	16	.
Cc1cccc(N2C(=O)c3cccc(Oc4ccc(Cl)cc4)c3C2=O)c1	98	-2	0	-3	-13	-5	100	-3	100	7	-8
Cc1ccc2c(c1)NC(=O)C(CC(=O)O)O2 (centres undefined)	103	-6	2	-6	-10	-2	101	2	102	13	-8
COC(=O)c1cc2sc(Cl)cc2n1CC(=O)N1CCCc2ccccc21	101	-6	-7	-28	-11	-2	100	0	101	13	-8
COc1ccc(-c2nc(C)sc2CC(=O)O)cc1OC	99	-4	-1	-64	-3	-3	?	-7	103	7	-7
CC(C)(C)NC(=O)C(c1ccncc1)N(C(=O)c1csnn1)c1cccc2ccccc12 (centres undefined)	101	-1	0	-27	-3	0	?	0	100	-7	-3
COc1ccc(CNS(=O)(=O)NCc2ccccc2)cc1	101	-1	0	0	-4	0	105	2	99	-8	0
Cc1ccc(S(=O)(=O)CCC(=O)OCC(=O)c2c(C)[nH]c3ccccc23)cc1	119	-3	-5	-20	-3	-8	100	-5	100	9	-10
Cc1cc(NS(=O)(=O)c2ccc(NC(=O)COc3ccccc3Cl)cc2)no1	98	-3	-1	15	-15	-5	101	-1	100	5	-5

One compound at a time (already shown). Order of screens: RGS8-Gao reg	Bcl-2 Bim block	Mcl-1 Bim block	Mcl1 Bid PPI	Bfl-1 Bim block	Bim-Bcl-XL	RGS7-Gao reg	Bcl-W Bim block	RGS4-Gao reg	Mcl1 Noxa PPI	Bim-Bcl-B
Shown for COc1ccc(-c2nc(C)sc2CC(=O)O)cc1OC : 99	-4	-1	-64	-3	-3	?	-7	103	7	-7
Shown for COc1ccc(/C=N/NC(=O)Cn2nc([N+](=O)[O-])cc2C)c(OC)c1OC : 103	.	.	19	.	.	?	.	104	-21	.
Shown for O=C(c1ccc(-c2ccccc2)cc1)N1CCCC1 : 110	-3	0	-23	-1	-1	108	-3	110	-9	-1
Shown for O=C1CC(c2ccccc2)CC(O)=C1C=NC1CCCCCC1 (centres undefined) : 100	-7	-4	3	-17	-15	99	0	98	-4	-12
Shown for Cc1ccccc1N=Cc1cc2c(cc1[N+](=O)[O-])OCO2 : 96	3	1	-25	5	1	87	0	90	32	-1

The list continues:
SMILES	RGS8-Gao reg	Bcl-2 Bim block	Mcl-1 Bim block	Mcl1 Bid PPI	Bfl-1 Bim block	Bim-Bcl-XL	RGS7-Gao reg	Bcl-W Bim block	RGS4-Gao reg	Mcl1 Noxa PPI	Bim-Bcl-B
O=C1CC(c2ccc(S(=O)(=O)Nc3cc(C(F)(F)F)cc(C(F)(F)F)c3)cc2)CN1 (centres undefined)	100	-12	-1	11	-9	-4	97	-1	98	26	-8
Cc1nc2ccc(NC(=O)c3nn(CC(C)C)c(=O)c4ccccc34)cc2s1	106	9	11	12	3	13	108	11	105	5	6
Cc1nc(Cl)c(C(=O)NC(=O)Nc2cccc(C(F)(F)F)c2)c(C)c1[N+](=O)[O-]	95	-1	0	-4	1	1	95	0	94	8	0
CN(Cc1ccccc1)Cc1c(F)cccc1F	103	0	-1	3	0	-1	99	2	101	-9	0
CCCCCCCCn1c2c(c(=N)c3ccccc31)CCC2	105	2	1	6	-6	0	104	1	105	23	-8
N#Cc1c(NC(=O)c2nc3ncccn3n2)sc2c1CCCCC2	103	-8	-1	-31	-10	-5	102	0	101	12	-11
